# Source: PubChem (Broad Institute)
# ERAP1 HTS inh – inhibitors of human ERAP1 aminopeptidase | recombinant ERAP1, Leu-AMC fluorescence, 60 min | inhibition, % at 10.7 µM | 340,000 tested, 0.15% active | AID 652197;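 active means mean replicate inhibition of at least 30%, or all replicates individually reaching that 30% level; inactive means mean below 30% and not every replicate reaching it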;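 further: 0% = neutral control wells and 100% = L-leucinethiol positive control wells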
# miR-122 sensor – miR-122 inhibition in Huh7 cells; Huh7 miR-122 Renilla luciferase sensor, 48 h; neutral wells = 0, positive control = 100; activation (reporter increase), % at 12.5 µM; 340,000 tested, 0.3% active; AID 602342;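 active means mean replicate activation score at least 90 and every replicate individually at or above 90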;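 further: higher luciferase means less miR-122 activity so hits act as miR-122 inhibitors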
# PglD inh – PglD (C. jejuni) enzyme inhibition; inhibition, % at 12.5 µM; purified PglD enzyme, DTNB colorimetric CoA detection; 360,000 tested, 0.098% active; in the data active means inhibition above about 16%, passing the limit was not always enough; further: strong numbers were not always called active
# RAD52 anneal inh – RAD52 (human) annealing inhibition; P43351; 360,000 tested, 0.46% active; recombinant RAD52 DNA annealing, FRET fluorescence; inhibition, % at 18.7 µM; AID 651710;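 active means every replicate showing at least 50% inhibition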
# RAD54 inh – blocks human RAD54 Holliday junction branch migration; 360,000 tested, 0.14% active; FAM/BHQ fluorescence; Q92698; inhibition, % at 10.4 µM;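 active means mean normalized replicate activity at least 40 and at least half of replicates scoring 40 or more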;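 further: 0% = median of neutral control wells and 100% = median of positive control wells; inhibitors cause a drop in the FAM fluorescence signal; in these data hits start at about 50%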
# Target sequence (Q92698 whole entry, looked up): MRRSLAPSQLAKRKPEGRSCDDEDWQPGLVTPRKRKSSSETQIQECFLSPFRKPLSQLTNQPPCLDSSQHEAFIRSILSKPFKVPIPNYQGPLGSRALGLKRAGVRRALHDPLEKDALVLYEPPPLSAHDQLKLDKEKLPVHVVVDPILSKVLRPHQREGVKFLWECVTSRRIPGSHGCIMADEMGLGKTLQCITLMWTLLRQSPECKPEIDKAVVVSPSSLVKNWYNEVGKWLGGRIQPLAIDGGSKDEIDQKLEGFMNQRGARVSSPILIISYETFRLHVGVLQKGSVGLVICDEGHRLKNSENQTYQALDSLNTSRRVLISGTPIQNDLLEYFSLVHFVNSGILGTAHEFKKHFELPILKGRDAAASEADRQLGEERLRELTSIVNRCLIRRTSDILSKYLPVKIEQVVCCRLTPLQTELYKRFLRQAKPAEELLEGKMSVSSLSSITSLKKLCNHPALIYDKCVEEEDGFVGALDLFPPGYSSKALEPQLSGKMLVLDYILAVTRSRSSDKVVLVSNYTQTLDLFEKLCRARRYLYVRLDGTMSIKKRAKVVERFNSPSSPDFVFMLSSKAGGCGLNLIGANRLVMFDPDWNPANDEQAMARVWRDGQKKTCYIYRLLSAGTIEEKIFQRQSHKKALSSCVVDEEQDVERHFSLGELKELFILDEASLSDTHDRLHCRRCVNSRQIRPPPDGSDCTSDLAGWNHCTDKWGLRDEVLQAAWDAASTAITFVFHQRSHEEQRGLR
# PGC1a acetyl inh – modulators of PGC1a acetylation | U2OS PGC1a acetylation, AlphaScreen anti-acetyl-lysine; with virally co-expressed GCN5 acetyltransferase | inhibition, % at 15.6 µM | 350,000 tested, 0.17% active;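 active means every replicate shows inhibition of at least 40%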;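 further: 0% = neutral control wells and 100% = positive control wells; some results beyond the cut were filed as inactive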
# E-selectin induc – E-selectin induction on HUVECs. P16581. activation, % at 7.58 µM. HUVEC E-selectin immunofluorescence imaging; normalized: neutral wells 0, TNF-alpha wells 100. 260,000 tested, 0.37% active;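 active means mean E-selectin-positive cell signal at least 10% of the positive control, reached in at least 60% of replicates, without over 20% cell loss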;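 further: in these data hits start at about 27%; measured in HUVEC primary endothelial cells; signal is the percent of cells scored E-selectin positive by PE staining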
#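 Read-out: % PE-positive cells | Test system: HUVEC | Doses: One compound dose added by pin transfer | Buffer or medium: EGM-2 over gelatin coat | Signal: Immunofluorescence imaging | Benchmarks: TNF-alpha, DMSO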
# Cneo AK release – causes C. neoformans cell lysis. adenylate kinase release luminescence, 4 h; normalised: neutral wells 0, clomiphene wells 100. lysis activity, % at 15 µM. 360,000 tested, 0.2% active. AID 651654;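 active means mean lysis activity across replicates of at least 80%, whatever share of replicates individually reach that level; inactive means mean lysis activity below 80%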
#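 Test system: log-phase Cryptococcus neoformans yeast cells. Input: 5 × 10^6 yeast cells/mL. Medium: fresh YPD growth medium. Doses: single dose. Incubation: static 4 h at 37 °C with compound, 1 h detection. Measured by: luminescent adenylate kinase detection reagent. Read-out: signal increase indicating cell lysis. Benchmarks: Clomiphene.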
# The depositor's hits bear a star; nt = not tested or not shown; & = joins results of further samples; [ ] = dose if it differs, or a comment.
SMILES,ERAP1 HTS inh,miR-122 sensor,PglD inh,RAD52 anneal inh,RAD54 inh,PGC1a acetyl inh,E-selectin induc,Cneo AK release
CC1(C2CC2)NC(=O)N(CC(=O)Nc2cc(S(=O)(=O)N3CCCCC3)ccc2Cl)C1=O (stereo not drawn),-2,-2,3,0,-3,1,0.9,-2
Cc1cc(Cl)ccc1NC(=S)NCc1cccs1,nt,52,-1,nt,-1,0,nt,19
C/C=C/c1cnc2c(c1)C(=O)N([C@@H](C)CO)C[C@H](C)[C@H](CN(C)S(=O)(=O)c1ccc(C)cc1)O2,2,4[16.7 µM],-2,-4,0,-13,0.4,0
COC(=O)N1C(=O)[C@@](c2ccccc2)(C2CCCCC2)N1C(=O)OC,-2,5,-1,0,3,36,-0.3,-1
CCCCOC(=O)CCc1nc2ccccc2[nH]1,nt,-5,0,nt,2,1,nt,-2
CCCNC(=O)COc1coc(CN2CCN(c3ccccc3F)CC2)cc1=O,-3,-7,2,-5,-6,-8,nt,-1
C[C@@H]1CN([C@@H](C)CO)C(=O)c2cc(NC(=O)Nc3ccc(F)cc3)ccc2O[C@@H]1CN(C)S(=O)(=O)c1ccc(Cl)cc1,-1,3[16.7 µM],-1,5,1,16,0.2,43
c1ccc(CNc2ccc3ccccc3n2)nc1,-3,nt,2,-10,5,-1,nt,-2
C[C@@H]1CN([C@@H](C)CO)C(=O)c2cc(NC(=O)CCCN(C)C)ccc2O[C@@H](C)CCCCO[C@@H]1CN(C)Cc1ccncc1,2,0[16.7 µM],1,-12,-3,-4,-0.2,-2
COc1ccc(CN(C)C[C@@H]2OCCCC[C@H](C)Oc3ccc(NS(=O)(=O)c4ccccc4)cc3C(=O)N([C@@H](C)CO)C[C@@H]2C)cc1,0,1[16.7 µM],2,26,-1,-15,-0.2,3
Nc1ccc2c3c(cccc13)-c1ccccc1-2,-1,-5,-3,-33,0,2,0.0,4
CCNC(=O)C[C@H]1CC[C@H]2[C@H](COc3ccc(NC(=O)c4ccccc4Cl)cc3C(=O)N2C)O1,nt,42[16.7 µM],2,nt,-9,-1,0.0,3
C=C1C[C@]23C[C@@]1(O)CC[C@H]2[C@@]12C=C[C@H](O)[C@@](C)(C(=O)O1)[C@H]2[C@@H]3C(=O)O,-1&2,0&0,0&0,-8&-9,-7&-6,-6&0,1.0,-1&2
Cc1ccc(NC(=O)COC(=O)c2c(C)nn(-c3ccccc3)c2C)cc1,-3,4,-3,-11,6,2,-0.5,-1
C[C@@H]1CN([C@H](C)CO)C(=O)c2cc(C#CC3(O)CCCC3)cnc2O[C@H]1CN(C)C(=O)C1CCC1,-1,-12[16.7 µM],-2,-15,-12,0,0.1,-3
COc1ccc(C(CC(=O)O)N2Cc3ccccc3C2=O)cc1OC (stereo not drawn),-5,14,1,-6,-11,-12,nt,-5
C[C@@H]1CN([C@H](C)CO)C(=O)Cc2cc(NS(=O)(=O)c3ccccc3)ccc2O[C@@H]1CN(C)S(=O)(=O)c1cccs1,-1,59[16.7 µM],0,6,3,4,1.3,-14
O=C(CSc1nnc(-c2cccnc2)o1)Nc1cccc(F)c1,0,nt,1,1,-4,nt,-0.9,0
CCOC(=O)[C@@H]1[C@H]2COc3ccccc3[C@@H]2N2C(=O)N(c3ccc(Br)cc3)C(=O)[C@]12C,1,nt,2,-1,-1,nt,0.0,-2
COc1cccc(C(=O)N/N=C/C(Br)=C/c2ccccc2)c1,nt,27,6,nt,-18,-101,nt,-12
NC(=O)c1ccsc1NC(=O)CSc1ncnc2sccc12,3,nt,-7,-34,-5,1,0.1,-1
COC(=O)C[C@H]1CC[C@@H](NC(=O)Nc2ccc(C(F)(F)F)cc2)[C@@H](CO)O1,3,nt,-5,2&-6,-5,11,-0.3&-2.2,-5
Oc1[nH]c2ccccc2c1C=Nc1ccc2c(c1)OCO2,nt,11,-2,nt,5,12,nt,-5
CCOCCCNC(=O)N1CCOCC1,nt,-7,-1,nt,-10,-4,-2.1,1
COc1ccccc1S(=O)(=O)Cc1ccc(C(=O)NCCN(C)C)o1,-3,-1,4,0,-6,nt,0.2,1
# (continued)
SMILES,ERAP1 HTS inh,miR-122 sensor,PglD inh,RAD52 anneal inh,RAD54 inh,PGC1a acetyl inh,E-selectin induc,Cneo AK release
Cc1noc(C)c1S(=O)(=O)N(C)C[C@@H]1Oc2c(NS(=O)(=O)c3ccccc3)cccc2C(=O)N([C@H](C)CO)C[C@@H]1C,-1,31[16.7 µM],0,-11,-1,6,-0.1,0
C[C@H](CO)N1C[C@H](C)[C@H](CN(C)S(C)(=O)=O)Oc2ccc(NC(=O)Cc3ccccc3)cc2CC1=O,2,-3[16.7 µM],-3,7,1,-15,-9.3,0
Brc1ccc2c(c1)OCCOCCOCCOCCOCCOCCO2,-1,8,0,-2,0,-3,-1.0,0
Cn1c(=O)c2c(nc(NCc3ccc4c(c3)OCO4)n2Cc2ccc(F)cc2)n(C)c1=O,nt,-17,-9,nt,5,nt,1.1,2
CN(C)C(=O)[C@@H]1[C@@H](CO)[C@@H]2Cn3c(ccc(-c4cccc(F)c4)c3=O)[C@H]1N2CCc1ccccc1,1,4[16.7 µM],3,2,-8,nt,-0.4,1
CCC(CO)N=C1CC(C)(C)CC(=O)/C1=C(/O)CCCN1C(=O)c2ccccc2C1=O (stereo not drawn),0,-2,1,-10,-7,-1,0.2,-1
COc1cccc2c(O)cc(=O)n(C)c12,-3,-3,-2,-12,-4,nt,-2.6,2
CCc1ccc(-c2c(C)sc(NC(=O)C3CCC3)c2C#N)cc1,nt,4,-5,nt,3,nt,6.2,1
C[C@@H]1CCCCO[C@@H](CN(C)C(=O)Nc2ccc(F)cc2)[C@@H](C)CN([C@H](C)CO)C(=O)c2cc(NS(=O)(=O)c3ccc(F)cc3)ccc2O1,nt,9[16.7 µM],1,nt,7,-1,-0.3,-2
COc1ncccc1C(=O)N1CCC(n2nccc2NC(=O)CC(C)C)CC1,0,nt,6,-10,-2,nt,-0.4,2
CC(=O)Oc1ccc(Cn2c(C)c(C(=O)NCc3ccc4c(c3)OCCO4)sc2=O)cc1,nt,nt,-3,-11,4,nt,nt,-1
O=C(Cc1ccccc1)NC1CCS(=O)(=O)C1 (stereo not drawn),nt,2,0,nt,-7,-4,nt,-5
Cc1cccc(NC(=O)CCCN2C(=O)c3ccccc3C2=O)n1,nt,8,-2,nt,-12,nt,nt,1
COc1ccc(NC(=O)CCN2C(=O)C3C4C=CC(C4)C3C2=O)cc1 (stereo not drawn),8,-3,-2,-11,-2,-3,nt,-3
Cc1ccc(NC(=O)Cc2nnc(N)s2)cc1,nt,0,5,-9,0,-14,nt,-5
CCc1ccccc1NC(=O)N1CCCc2ccccc21,-2,28,2,-4,12,nt,0.1,-1
CCNC(=O)C[C@@H]1CC[C@@H]2[C@H](COC[C@@H](O)CN2Cc2ccccc2F)O1,3,3[16.7 µM],-1,7,-4,-7,0.1,-1
Cc1cccn2c(=O)c3cc(C(=O)NCc4ccco4)c(=N)n(C(C)C)c3nc12,nt,3,-4,nt,38,-2,-1.5,-1
CCC(C)NC(=O)NC1C(NC(=O)NC(C)CC)N(C)C(=O)N1C (stereo not drawn),nt,-1,-1,nt,-1,0,nt,-1
O=C(Cn1ncc2c3ccccc3n(Cc3ccccc3F)c2c1=O)NCCCN1CCCC1=O,-1,nt,6,-1,13,nt,nt,1
C[C@@H]1CN([C@@H](C)CO)C(=O)c2cc(NS(=O)(=O)c3ccccc3)ccc2O[C@@H]1CN(C)C(=O)NC1CCCCC1,0,-7[16.7 µM],2,12,-4,1,14,0
CCN(CC)S(=O)(=O)c1cccc(NC(=O)CCNC(=O)c2ccccc2Cl)c1,-7,11,0,-8,-6,18,0.6,1
O=C(N/N=C/C(Br)=C\c1ccccc1)c1ccco1,nt,3,-4,-16,4,-51,nt,-8
Cc1ccc(S(=O)(=O)NCc2cccnc2)cc1C(=O)NC1CCCCC1,-5,-5,3,-3,6,0,nt,0
N#C[C@@H]1[C@H](c2ccccc2)[C@H](CO)N1C(=O)Cc1ccccn1,3,nt,-4,3,-17,6,1.8,0
# (listing goes on)
SMILES,ERAP1 HTS inh,miR-122 sensor,PglD inh,RAD52 anneal inh,RAD54 inh,PGC1a acetyl inh,E-selectin induc,Cneo AK release
COc1cc(C2C(C#N)=C(N)OC3=C2C(=O)CCC3)ccc1OC(=O)N1CCOCC1 (stereo not drawn),-3,-3,1,-7,1,3,nt,-3
NC(=O)c1cccc(CC(=O)c2ccccc2)c1,-2,nt,-8,-2,8,4,-0.1,-1
C[C@@H]1CN([C@H](C)CO)C(=O)c2cc(NC(=O)Nc3cccc4ccccc34)ccc2O[C@@H](C)CCCCO[C@H]1CN(C)S(C)(=O)=O,-1,nt,nt,-10,nt,5,-0.2,nt
CS(=O)(=O)N1CCCCN2[C@@H](CO)[C@H](c3ccc(C4=CCCC4)cc3)[C@@H]2C1,2,9[16.7 µM],-3,-28,7,-1,-0.3,1
O=C(C[C@@H]1CC[C@@H](NC(=O)Nc2ccc(F)cc2)[C@H](CO)O1)NCCN1CCCC1,-4,nt,4,-5,5,21,0.2,2
COCCNc1ncnc2c1ncn2[C@H]1CN(Cc2ccncc2)C[C@@H](CO)O1,3,-22,-2,-17,-4,nt,0.8,6
Cc1[nH]c2ccccc2c1C(=O)CSc1ccccc1,nt,1,9,nt,-1,-4,nt,nt
COc1cc(NS(C)(=O)=O)ccc1Nc1c2ccccc2nc2ccccc12,-48,-25,-4,55*,56*,nt,3.5,-3
O=C(Nc1c(C(=O)N2CCOCC2)oc2ccccc12)c1cccc([N+](=O)[O-])c1,-3,7,-6,-10,-1,-4,nt,-2
O=C(CN1CCC(c2nc3ccccc3s2)CC1)NCc1cccs1,nt,-9,-1,nt,7,2,nt,-1
CN(C(=O)CN1C(=O)S/C(=C\c2ccccc2F)C1=O)C1CCS(=O)(=O)C1 (stereo not drawn),-3,-7,-1,-15,13,13,4.0,1
COc1ccc(C(N)c2csc(Nc3ccc(C(=O)NCCCO)cn3)n2)cc1 (stereo not drawn),3,-1,1,-43,10,-1,-0.4,-1
CO[C@H]1CN(C)C(=O)c2cc(NS(=O)(=O)c3ccc(C)cc3)ccc2OC[C@@H](C)N(Cc2nccs2)C[C@@H]1C,1,nt,28,-21,-5,-25,0.0,0
Cc1ccc(C)c(Cn2nnc3c(=O)[nH]c(C4CCN(C(=O)c5cccs5)CC4)nc32)c1,nt,-4,4,nt,3,11,nt,-2
CC(C)OCCCNC(=S)Nc1ccc(S(N)(=O)=O)cc1,-3,6,nt,-8,nt,nt,-0.3,nt
CCSc1nsc(NC(=O)Nc2ccccc2Cl)n1,0,nt,-1,-9,-7,nt,0.5,-15
CCCCc1nc2cc(C(=O)N3CCC(O)CC3)ccc2o1,-3,-5,-1,3,-2,1,nt,-5
COc1ccc(C2C(C(C)=O)=C(C)Nc3ncnn32)c(OC)c1OC (stereo not drawn),0,-1,-4,-15,-3,3,0.0,-1

# Arranged by SMILES length (lowest first): part of the list above.
SMILES,ERAP1 HTS inh,miR-122 sensor,PglD inh,RAD52 anneal inh,RAD54 inh,PGC1a acetyl inh,E-selectin induc,Cneo AK release
CCSc1nsc(NC(=O)Nc2ccccc2Cl)n1,0,nt,-1,-9,-7,nt,0.5,-15
COc1ccc(C2C(C(C)=O)=C(C)Nc3ncnn32)c(OC)c1OC (stereo not drawn),0,-1,-4,-15,-3,3,0.0,-1
CN(C(=O)CN1C(=O)S/C(=C\c2ccccc2F)C1=O)C1CCS(=O)(=O)C1 (stereo not drawn),-3,-7,-1,-15,13,13,4.0,1
CS(=O)(=O)N1CCCCN2[C@@H](CO)[C@H](c3ccc(C4=CCCC4)cc3)[C@@H]2C1,2,9[16.7 µM],-3,-28,7,-1,-0.3,1
